TDP2 inh: TDP2 (human) inhibition, absorbance primary screen; 370,000 tested, 0.34% active; recombinant TDP2, T5PNP hydrolysis, p-nitrophenol absorbance 415 nm; O95551; AID 720702; inhibition, % at 12.8 µM;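 active = inhibition above the mean of all tested compounds plus 3 SD, set per campaign, cut at about 25% in these data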;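 note: 0% = DMSO with enzyme and 100% = buffer with substrate but no TDP2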
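Assay system: recombinant human TDP2 / Reagent: T5PNP substrate at 5 mM, a TopII-DNA adduct mimic / Measured by: epi absorbance from released p-nitrophenol / Evaluation: % inhibition relative to enzyme-containing and enzyme-free wells / Control set: enzyme-free and DMSO wells / Replicates: each compound tested once, singlicate / Schedule: enzyme reaction with compound for 2 h at 37 °C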
PG9 binder: PG9 antibody binding by small molecule; AID 624416; 360,000 tested, 0.43% active; TR-FRET gp120-PG9 antibody binding; inhibition, % at 6.7 µM; in the data active = inhibition above about 8.5%
SIAE primary: inhibitors of human sialic acid acetylesterase SIAE; SIAE FP-Rh probe binding, fluorescence polarization; 370,000 tested, 0.69% active; inhibition, % at 9.66 µM; AID 1053197; Q9HAT2;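 active = inhibition above a cutoff: mean of compounds within the control limits plus 3 SD of those, cut at about 17% in these data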;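 note: 0% = plate median of compound wells and 100% = probe without SIAE protein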
TCR-CD3 inh: inhibitors of human TCR-CD3 interaction; TAMRA-labeled TCR probe fluorescence, biochemical; AID 651800; 360,000 tested, 0.37% active; inhibition, % at 9.4 µM; in the data active = inhibition above about 19%;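 note: recombinant mutant TCR 2C K166C tagged with TAMRA read by polarization; 0% = receptor in buffer alone and 100% = receptor with positive control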
PRMT1 inh: PRMT1 (human) inhibition, primary screen. Q99873. recombinant PRMT1, activity-based probe fluorescence polarization. inhibition, % at 2.79 µM. 370,000 tested, 1.3% active. AID 652257;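 active = inhibition above about 21% made by adding two undisclosed values, limit read from the data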
LEDGF integ inh: blocks HIV-1 LEDGF/p75-dependent DNA integration | TR-FRET IN-LEDGF/p75 DNA integration, Eu/Cy5 | AID 743269 | 370,000 tested, 0.64% active | inhibition, % at 3.7 µM;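 active = inhibition above the screen-wide mean plus 3 SD, cut at about 13% in these data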;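 note: signal is the Cy5 over europium emission ratio at 671 and 618 nm; 0% = plate median of compound wells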
HTRA1 inhibitor: blocks human HTRA1 serine peptidase | recombinant HTRA1, FP-rhodamine activity-based probe, fluorescence polarization | 340,000 tested, 0.5% active | AID 504803 | inhibition, % at 5.96 µM | Q92743; in the data active = inhibition above about 36%;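 note: 0% = enzyme with DMSO and 100% = wells lacking enzyme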
NR1D1 modulator: modulators of human Rev-erb alpha DNA binding; activity, % at 10 µM; Rev-erbα–FITC-DNA binding, fluorescence polarization, 90 min; 370,000 tested, 0.79% active; P20393;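 active = activity above about 14%, limit read from the data; passing the limit was not always enough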;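 note: 0% = DMSO wells with 35 nM protein and 100% = DMSO wells with 750 nM protein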
Target sequence (P20393 whole entry, looked up): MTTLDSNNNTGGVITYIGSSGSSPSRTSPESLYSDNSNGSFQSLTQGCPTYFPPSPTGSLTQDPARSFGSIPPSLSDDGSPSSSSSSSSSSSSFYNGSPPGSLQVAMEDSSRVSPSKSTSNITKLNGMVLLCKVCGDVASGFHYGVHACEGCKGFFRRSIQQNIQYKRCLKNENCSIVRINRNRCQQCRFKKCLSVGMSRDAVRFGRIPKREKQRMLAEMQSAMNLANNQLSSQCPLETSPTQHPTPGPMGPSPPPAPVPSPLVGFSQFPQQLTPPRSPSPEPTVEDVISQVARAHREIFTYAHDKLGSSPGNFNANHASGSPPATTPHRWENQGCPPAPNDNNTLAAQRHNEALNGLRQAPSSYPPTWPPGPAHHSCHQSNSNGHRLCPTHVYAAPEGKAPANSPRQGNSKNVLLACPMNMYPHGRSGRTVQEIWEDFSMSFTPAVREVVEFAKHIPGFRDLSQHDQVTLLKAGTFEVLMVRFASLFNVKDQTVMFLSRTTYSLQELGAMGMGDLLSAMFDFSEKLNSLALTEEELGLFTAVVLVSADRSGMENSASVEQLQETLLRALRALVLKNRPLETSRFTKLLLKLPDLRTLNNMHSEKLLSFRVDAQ
ABHD4 inh: inhibitors of mouse ABHD4 | Q8VD66 | purified mABHD4, FP-Rh probe fluorescence polarization | inhibition, % at 8.92 µM | 370,000 tested, 0.54% active | AID 720543;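 active = inhibition exceeding the mean over every tested compound plus 3 SD, cut at about 30% in these data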;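 note: 0% = plate median of compound wells and 100% = S159A mutant with DMSO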
Target sequence (Q8VD66 whole entry, looked up): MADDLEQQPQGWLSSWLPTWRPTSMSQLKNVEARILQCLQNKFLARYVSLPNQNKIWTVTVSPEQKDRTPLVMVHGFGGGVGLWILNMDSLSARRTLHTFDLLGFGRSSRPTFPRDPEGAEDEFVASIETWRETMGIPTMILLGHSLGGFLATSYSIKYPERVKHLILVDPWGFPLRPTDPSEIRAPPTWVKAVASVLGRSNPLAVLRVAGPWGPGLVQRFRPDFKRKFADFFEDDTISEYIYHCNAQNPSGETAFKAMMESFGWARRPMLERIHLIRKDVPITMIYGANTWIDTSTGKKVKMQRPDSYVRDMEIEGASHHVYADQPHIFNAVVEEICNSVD
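Assay system: mouse ABHD4 enzyme, wild type / Also added: fluorescent activity-based probe FP-Rh / Doses: single nominal dose of 8.92 µM, 0.89% DMSO final / Timing: 45 min compound pre-incubation plus 60 min probe step, 25 °C / Signal: FP readout, ex 525 nm / em 598 nm / Control set: S159A mutant/DMSO as 100%, compound-well median as 0%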
rCAG binder: molecules binding r(CAG) RNA repeats. r(CAG) RNA repeat, TO-PRO-1 dye displacement fluorescence. 370,000 tested, 1.3% active. inhibition, % at 3 µM. AID 651821;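 active = inhibition above the plate cutoff, the mean of all test compounds on that plate plus 3 SD, cut at about 35% in these data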;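 note: 0% = DMSO alone and 100% = 100 µM mitoxantrone as full dye displacement; higher means more dye released from RNA so lower well fluorescence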
* = called active by the depositor; · = not tested or not shown. A portion of the library; the hit share may differ from the screen's.

Order of results – TDP2 inh	PG9 binder	SIAE primary	TCR-CD3 inh	PRMT1 inh	LEDGF integ inh	HTRA1 inhibitor	NR1D1 modulator	ABHD4 inh	rCAG binder
> CSc1ncc(Cl)c(C(=O)Nc2ccc(S(=O)(=O)N3CCOCC3)cc2)n1
 : 0.1	0.7	-2.0	-2.1	-3.4	3.6	-0.8	-0.3	-4.4	-1.8
> Cc1c(C)n2c(SCC(=O)Nc3ccc4c(c3)OCCO4)nnc2[nH]c1=O
 : -8.2	0.1	2.0	-6.7	-4.3	5.1	-1.2	-4.4	-1.6	3.2
> Cc1cccc(N2C(=O)c3cccc4cccc(c34)C2=O)c1
 : -4.1	1.7	-7.7	-1.8	4.0	-2.5	-6.8	-1.9	-5.8	-3.3
> CCOc1ccccc1C1N(c2ccc(OC)cc2)C(=O)C2CCCN21 (configuration not stated)
 : -4.1	-1.1	-3.2	3.6	-3.5	0.9	-2.5	-2.6	-0.4	1.3
> COc1ccc(C(=O)NC(C)(C)C)cc1S(=O)(=O)N1CCCC1
 : 0.8	1.8	-1.5	4.7	-2.4	-0.1	4.1	1.9	-1.4	0.1
> CCN(CC)C(=O)[C@H]1CC(CC(=O)NC/C=C(\C)CCC=C(C)C)C(=O)N2CCc3c([nH]c4ccc(OC)cc34)[C@]12C (some centres not stated)
 : -3.7	-1.6	11.1	-4.0	0.4	-3.6	-11.7	-2.3	2.8	3.5
> Cc1ccc(NC(=O)CCN2C(=O)C3C4CCC(C4)C3C2=O)cc1[N+](=O)[O-] (configuration not stated)
 : -11.9	-0.7	-2.1	-7.0	3.5	-10.2	1.1	3.4	6.6	-2.1
> CC(=O)NC(CC(=O)OCC(=O)N1CCN(S(=O)(=O)c2ccc(Cl)cc2)CC1)c1ccccc1 (configuration not stated)
 : 0.9	-0.5	-4.1	5.7	-0.9	1.6	2.0	9.5	-0.3	-5.9
> Cc1c(CN2CCCCC2)c(O)n(CCO)c(=O)c1C#N
 : -9.2	-5.8	-5.5	-0.6	2.7	-0.2	2.4	2.2	0.1	2.6
> C=CCNc1nc(C(=O)OCC(=O)Nc2ccccc2C(F)(F)F)cs1
 : -13.7	0.1	14.5	1.7	-0.6	-2.7	2.7	0.3	-2.4	0.1
> Cc1ccc(NC(=O)COc2ccc3c(c2)CCC3)nc1
 : -3.3	0.9	1.6	-2.0	2.3	-2.1	-6.4	-10.0	-3.1	-1.2
> CN(C)/C=C(\C=O)c1onc(-c2ccccc2Cl)c1C#N
 : -6.4	-2.1	-3.5	-2.0	7.5	-7.3	-18.4	-1.1	5.3	2.4
> COc1cccc(N(C(=O)C2CSC(=O)C2)C(C(=O)NC(C)(C)C)c2ccncc2)c1 (configuration not stated)
 : -7.2	-1.7	0.7	0.1	2.5	0.5	2.0	0.1	-1.4	-5.2
> CCOc1ccc(S(=O)(=O)N2CCC(C(=O)NC3CC3)CC2)cc1C
 : -4.9	0.0	-1.2	8.0	-0.5	1.0	-0.7	-2.8	-2.7	-0.2
> C=CC[C@@H](CC(=O)N[C@H](CO)Cc1ccccc1)C(=O)NC[C@H](OC(=O)[C@@H](CC=C)Cc1ccc(F)cc1)c1ccccc1
 : -5.0	-1.5	-16.4	-2.7	1.1	-0.9	-18.6	3.4	-7.7	4.2
> Cc1cccc(Cl)c1OCCCn1ccnc1
 : 16.6	0.4	2.8	-10.8	-0.3	-2.1	7.9	1.9	19.9	-6.4
> CNC(=S)N/N=C/c1cccc(OCc2ccccc2F)c1
 : -1.0	-1.6	-2.4	-9.8	4.2	-0.8	-38.7	5.0	-15.3	4.7
> COc1ccc(-c2cc(C(=O)Nc3ccccc3F)on2)cc1
 : -7.7	1.0	1.8	-13.9	-1.6	0.7	-12.7	3.6	-7.2	2.5
> O=C(C1CCC(CNc2nc(=S)[nH]c3ccccc23)CC1)N1CCN(c2ccccn2)CC1 (configuration not stated)
 : -1.1	1.4	3.4	-4.5	0.0	-3.3	1.0	-2.9	1.7	1.6
> C=CCn1c(=O)c2ccccc2n2c(SCC(N)=O)nnc12
 : -9.3	0.8	3.0	2.1	1.1	0.3	0.1	-0.8	-3.2	6.7
> CN1CCN(/C(=N\S(=O)(=O)c2ccc(F)cc2)c2ccccc2)CC1
 : 4.1	-1.9	-0.7	9.3	0.0	-2.0	4.7	12.4	-6.2	-3.5
> CN(CC(=O)Nc1ccc(OC(F)(F)F)cc1)C(=O)c1ccc(N2CCCC2=O)cc1
 : 2.6	1.9	2.9	-7.3	3.6	3.0	-4.4	-1.5	-8.3	0.4
> Cn1cnnc1SCC(=O)N1N=C2/C(=C/c3ccco3)CCCC2C1c1ccco1 (configuration not stated)
 : -5.0	-0.9	-5.8	-2.0	4.2	0.5	-4.5	-11.2	1.6	3.6
> COc1cc(NC(=O)NNC(=O)c2cc3occc3n2C)cc(OC)c1OC
 : 12.0	0.4	14.2	1.6	0.8	2.3	7.3	8.7	0.6	1.9
> Cc1ccc(NC(=O)c2ccc(CSc3ccccn3)cc2)c(O)c1
 : 3.4	-0.2	-4.8	1.4	-2.1	82.4*	-14.3	4.7	-13.9	5.3
> CCN(CC)S(=O)(=O)c1cccc(C(=O)N[C@H](C(=O)OCC(N)=O)C(C)C)c1
 : -10.0	1.6	-2.6	0.2	3.7	-3.2	-1.0	0.4	-8.9	9.0
> CC(=O)N1CCN(S(=O)(=O)c2cccc(C(=O)N3CCN(S(=O)(=O)c4c(C)c(C)cc(C)c4C)CC3)c2)CC1
 : 3.4	-2.0	4.9	-7.9	2.1	-1.0	0.5	0.0	2.6	6.9
> COc1ccccc1CN1C(=O)C2CC=CCC2C1=O (configuration not stated)
 : 3.6	-0.9	-2.6	-5.7	2.5	-3.3	-5.4	-2.9	1.3	-3.1
> CN(C)CCCNc1oc(/C=C/c2cccs2)nc1S(=O)(=O)c1ccccc1
 : 5.2	-4.1	0.0	3.3	-1.7	2.8	6.1	-1.3	-3.8	3.9
> COc1ccc(-c2nnc(NC(=O)CSc3ccc(C)cc3)s2)cc1OC
 : -0.7	-2.9	0.2	-2.4	-1.0	5.1	-6.0	-2.5	6.3	0.3
> Cc1onc(-c2ccccc2)c1C(=O)Nc1cccc(S(=O)(=O)N2CCCCC2)c1
 : 0.3	0.9	-7.7	5.2	2.8	-1.5	-12.7	1.3	-8.2	5.2
> CC1CCC(NC(=O)C2CCC(CNc3c(N4CCCCC4)c(=O)c3=O)CC2)CC1 (configuration not stated)
 : -5.1	-3.3	4.1	5.5	-1.4	-3.8	-9.6	-3.0	-1.5	1.7
> O=[N+]([O-])c1ccc(N2CCN(Cc3ccc(Br)o3)CC2)cc1
 : 4.5	2.7	4.8	8.9	-0.1	-1.0	-3.3	1.6	7.0	-1.9
> O=C1CN(C(=O)COC(=O)c2ccc([N+](=O)[O-])o2)c2ccccc2N1
 : 13.8	-2.9	9.1	-2.0	4.1	1.0	22.3	-3.2	2.1	1.6
> C[N+]1(CC(=O)OCCCc2ccccc2)CCCC1
 : -5.8	-0.8	3.6	-7.2	4.2	-2.2	3.4	-4.3	-1.0	1.2
> O=C(Nc1ccnn1C1CCN(Cc2ccccc2F)CC1)C1CCCC1
 : -6.2	0.3	-2.1	-1.2	3.1	0.7	0.8	2.5	10.3	-7.0
> Cc1cnc(CNC(=O)c2csc([C@H]3C[C@H](O)[C@@H](CO)O3)n2)cn1
 : 0.6	-0.2	3.5	1.2	3.5	-3.1	·	5.5	-3.9	-0.7
> Nc1c(C(O)(C(F)(F)F)C(F)(F)F)ccc2ccccc12
 : 13.0	-0.8	3.9	3.3	-1.5	-0.5	-1.0	6.9	-25.5	-2.7
> Cc1n[nH]c(C)c1CCC(=O)N/N=C/c1cccc([N+](=O)[O-])c1
 : 4.5	-0.6	-1.0	5.0	2.0	5.5	·	1.5	1.2	-4.2
> COC(=O)[C@]1(C#N)CC(=O)N(c2ccccc2)[C@@H]1c1ccccc1
 : -2.0	·	-2.5	·	-0.5	1.9	·	5.2	-0.1	-0.3
> Cc1onc(-c2c(F)cccc2Cl)c1-c1nnc(-c2cccc3ccccc23)o1
 : 0.8	-3.6	-3.5	0.1	-0.8	2.6	·	3.8	-1.2	1.8
> COc1cccc(-c2nn3c(-c4cc(C)[nH]n4)nnc3s2)c1
 : 5.0	-1.3	-0.3	5.7	0.6	3.8	0.1	0.5	-4.9	5.4
> O=c1cc2[nH]c3ccccc3c(=O)n2nc1-c1ccccc1
 : 0.0	-0.5	-0.1	-5.5	8.0	-3.3	2.5	-0.7	19.6	7.7
> COC(=O)C(CC(C)C)NC(=O)C(Cc1ccccc1)NC(=O)C1CCCN1C(=O)OC(C)(C)C (configuration not stated)
 : 7.2	-1.6	1.0	-0.3	0.1	0.7	6.8	-5.0	2.6	-11.7
> CCCCC(=O)Nc1ccc(NC(=O)c2ccc([N+](=O)[O-])cc2)cc1OC
 : 12.0	0.1	6.0	-2.7	0.2	-0.1	3.0	-7.3	2.1	3.3
> C1=C(CCNCC2CCCCC2)CCCC1
 : -1.6	-0.3	4.2	0.6	-0.5	3.3	1.2	-1.2	1.8	3.6
> CCOC(=O)c1c(C)nc2cc(C)ccn12
 : 7.6	-2.1	1.5	4.7	-2.0	4.7	5.5	-4.1	0.0	-0.2
> CCC(C)c1ccc(NC(=O)CSc2nncn2N)cc1 (configuration not stated)
 : 5.5	-0.1	0.1	-6.2	-2.6	0.5	6.5	-5.2	3.1	2.6
> CCn1c(SCC(=O)N/N=C/c2c[nH]c3ccccc23)nnc1-c1ccc(C)cc1
 : 8.0	-1.2	7.0	3.3	-2.2	-1.9	-3.1	-2.6	2.0	-3.5
> N#Cc1ccc(COC(=O)CC(NC(N)=O)c2ccc(Cl)cc2)cc1 (configuration not stated)
 : 9.2	0.0	0.1	4.1	-1.6	0.4	6.3	-3.6	-0.4	-0.4
> COc1ccccc1C(c1c(O)nc(SC)[nH]c1=O)c1c(O)nc(SC)[nH]c1=O
 : -4.3	-0.1	-4.7	-0.6	8.3	-8.4	2.5	-5.5	2.3	0.1
> O=C1NCCCC1C(=O)N/N=C/c1ccccc1O (configuration not stated)
 : -1.1	-0.1	-2.3	0.4	1.4	-7.0	3.2	2.4	5.5	1.9
> O=C(CSc1nnnn1-c1cccc2c1CCCC2)N1CCOCC1
 : -4.1	-1.2	-3.8	9.8	-0.3	-3.2	-3.1	-4.3	3.8	-8.5
> CC(C)(CO)NCc1cccc(OCc2ccc(Cl)cc2)c1
 : 7.7	-1.8	0.0	7.9	0.5	1.8	1.5	3.7	2.1	1.4
> CCCCCc1nnc(NC(=O)c2cccc(S(=O)(=O)N3CCOCC3)c2)s1
 : 2.2	0.3	-1.8	-0.8	-4.2	2.0	4.4	-1.5	-3.1	9.1
> CCS(=O)(=O)Nc1cc2c3c(c1)CCN3C(=O)CC2
 : 4.3	0.3	7.2	2.2	3.9	0.1	3.2	-7.0	4.5	0.7

Screening results deposited in PubChem BioAssay by several laboratories.
